SNCA expr inh – inhibitors of alpha-synuclein (SNCA) gene expression; HEK-293 SNCA-luciferase knock-in, luminescence, 24 h; Potency, µM (titrated, usually from 57.2 µM), inactives show at the top dose activity change, negative = inhibition, most hits filed as inhibitors; 0.17% of 140,000 active;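 further: plate controls were DMSO cells for no effect and cell-free wells for full effect; nearly all actives have a fitted effect of over 45% in size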
HEK293 viab – cell viability loss counter-screen; HEK-293-SNCA-luc viability, GF-AFC fluorescence, 24 h; Potency, µM (titrated, usually from 57.1 µM), without a hit: at the highest dose activity change, negative = cytotoxicity, usual class: cytotoxic; 0.12% of 150,000 active; AID 1671193;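 further: 0% = DMSO-treated cells and -100% = medium-only wells without cells; nearly all actives have a fitted effect of over 30% in size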
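Cytotoxicity counterscreen: after 24 h compound treatment of genome-edited SNCA-luciferase HEK-293 cells, live-cell protease substrate GF-AFC read by fluorescence after 30 min; activity scaled between DMSO (0%) and medium-only (-100%), curves Hill-fitted.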
The depositor's hits bear a star; ? = inconclusive; [ ] = dose if it differs, or a comment. The call rests on the fitted dose curve; in most records, active means well fitted curve in the direction sought with a large enough effect; inconclusive means small, poorly fitted or top-dose-only effect, or another doubt; inactive means no such curve, though single readings can be large; an effect the other way counts as inactive or inconclusive. Potency means the concentration at half of the fitted maximal effect. This is a subset; rates above refer to the full screens.

SMILES	SNCA expr inh	HEK293 viab
CN(Cc1ccco1)c1ncnc2ccc(-c3ccc4c(c3)OCO4)cc12	-1%	1%
N#Cc1cccc(-c2nc(NCc3ccccc3)c3ccccc3n2)c1	-3%	-18%
CN1CCN(c2ncc3nc(-c4cccc(C#N)c4)c(=O)n(CCC#N)c3n2)CC1	2%	?
COc1ccc(-n2c(=O)c(-c3ccc(Cl)cc3)nc3cnc(N(C)C)nc32)cc1	-7%	18%
O=c1c(-c2cc(F)cc(F)c2)nc2cnc(N3CCOCC3)nc2n1C[C@H]1CCCO1	2%	14%
CN1CCN(c2ncc3nc(-c4cn(C)c5ccccc45)c(=O)n(C)c3n2)CC1	14%	?
COc1cccc(Cn2c(=O)c(C)nc3cnc(OCc4ccccc4)nc32)c1	24%	?
c1ccc(-c2cccc(N3CC[C@@]4(CCCNC4)C3)c2)cc1	59%[activator]	-20%
COc1cccc(Nc2ncc3ncc(=O)n(Cc4cccs4)c3n2)c1	?	?
O=S(=O)(c1ccccc1)N1CCC2(CCN(c3ncccn3)CC2)CC1	-8%	-1%
COCC(=O)N1CCC[C@@]2(CCN(C(=O)Nc3cccc(C#N)c3)C2)C1	-8%	2%
O=c1c(-c2ccc(Cl)cc2)nc2cnc(N3CCOCC3)nc2n1Cc1ccc(F)cc1	-4%	25%
CS(=O)(=O)Nc1cccc(-c2nc(NC3CC3)c3ccccc3n2)c1	-15%	-19%
N#CCCn1c(=O)c(-c2cc(F)cc(F)c2)nc2cnc(Oc3ccccc3)nc21	-15%	5%
Cn1cccc1C(=O)N1CCC2(CC1)CCN(c1ccccn1)CC2	7%	-7%
Cc1noc(C)c1C(=O)N1CCC[C@@]2(CCN(c3cccc(-c4ccccc4)c3)C2)C1	-5%	-3%
COc1ccccc1CNc1ccnc(-c2ccccc2C(F)(F)F)n1	7%	-13%
CS(=O)(=O)Nc1cccc(-c2ccc3ncnc(NC4CCNCC4)c3c2)c1	3%	0%
c1nc(N2CCNCC2)c2cc(-c3ccc4c(c3)OCO4)ccc2n1	59%[activator]	8%
Cn1cccc1C(=O)N1CCC[C@@]2(CCN(Cc3ccccc3)C2)C1	?	6%
Cn1cccc1C(=O)N1CCC[C@@]2(CCN(c3ncccn3)C2)C1	12%	-18%
Cc1noc(C)c1C(=O)N1CCC2(CC1)CCN(c1ccccn1)CC2	14%	10%
CN(C)C(=O)c1ccc(-c2cncnc2NCc2cccnc2)cc1	45%[activator]	-7%
O=C(c1ccco1)N1CCC2(CC1)CCN(c1ccccc1)CC2	4%	-8%
CCNc1ncc2nc(-c3cccs3)c(=O)n(Cc3cccc(OC)c3)c2n1	37%[activator]	?
COc1ncc2nc(C)c(=O)n(CCC#N)c2n1	-14%	-17%
O=c1c(-c2ccccc2)nc2cnc(N3CCOCC3)nc2n1-c1ccccc1	17%	11%
Cc1noc(C)c1-c1ccc2ncnc(N3CCC(C(=O)O)CC3)c2c1	12%	0%
N#CCCn1c(=O)c(-c2ccc(F)cc2)nc2cnc(OCc3ccccc3)nc21	-18%	?
N#CCCn1c(=O)c(-c2cccs2)nc2cnc(Oc3ccccc3)nc21	-12%	?
O=c1cnc2cncnc2n1Cc1ccccc1Cl	?	?
O=C(c1cnccn1)N1CCC[C@@]2(CCN(Cc3ccccc3)C2)C1	-5%	?
CN1CCN(c2ncc3nc(-c4cn(C)c5ccccc45)c(=O)n(CCc4ccccc4)c3n2)CC1	3%	?
COc1ccc(NC(=O)N2CCCC3(CCN(C(=O)c4cccn4C)CC3)C2)cc1	41%[activator]	-14%
O=C(c1cc(C(F)(F)F)cc(C(F)(F)F)c1)N1CCC[C@@]2(CCN(Cc3ccncc3)C2)C1	8%	-22%
COc1ccccc1-c1nc(NCc2cccs2)c2ccccc2n1	?	-10%
COc1cccc(Cn2c(=O)c(-c3cccs3)nc3cncnc32)c1	-4%	-25%
c1cncc(CNc2nc(-c3cccnc3)nc3ccccc23)c1	-15%	-17%
CC(C)NC(=O)N1CC[C@@]2(CCCN(C(=O)c3ccncc3)C2)C1	-7%	-1%
COc1cccc(Cn2c(=O)c(-c3ccc(F)cc3)nc3cnc(N(C)C)nc32)c1	-17%	?

A different layout for part of the listing above.
structure: CS(=O)(=O)Nc1cccc(-c2nc(NC3CC3)c3ccccc3n2)c1
- SNCA expr inh = -15%
- HEK293 viab = -19%

structure: COc1cccc(Cn2c(=O)c(C)nc3cnc(OCc4ccccc4)nc32)c1
- SNCA expr inh = 24%
- HEK293 viab = ?

(list continues)
SMILES	SNCA expr inh	HEK293 viab
CN1CCN(c2ncncc2-c2ccc(N(C)C)cc2)CC1	-10%	8%
Cc1nc2cnc(Oc3ccccc3)nc2n(C)c1=O	-18%	?
COc1ccc(NC(=O)N2CCC3(CC2)CCN(C(=O)c2cnccn2)CC3)cc1	65%[activator]	1%
O=C(c1cnccn1)N1CCC2(CCCN(c3ncccn3)C2)CC1	0%	-3%
O=C(Oc1ccccc1)N1CCC[C@@]2(CCN(c3ncccn3)C2)C1	-9%	-18%
CN1CCN(c2ncnc3ccc(-c4ccc5c(c4)OCO5)cc23)CC1	0%	5%
COc1ccccc1CN1CCCC2(CCNCC2)C1	-4%	-2%
COc1ccc(Oc2ncc3nc(C)c(=O)n(CCC#N)c3n2)cc1	5%	-11%
O=c1c(-c2cc(F)cc(F)c2)nc2cncnc2n1Cc1ccc(F)cc1	-13%	8%
FC(F)(F)c1ccccc1-c1nccc(NCc2cccs2)n1	9%	6%
COc1ccc(-n2c(=O)c(CCc3ccccc3)nc3cncnc32)cc1	-18%	-26%
COc1ccccc1CN1CCC2(CC1)CCN(S(C)(=O)=O)CC2	-6%	-12%
COc1cccc(Cn2c(=O)cnc3cnc(Oc4ccccc4)nc32)c1	13%	-11%
O=C(Oc1ccccc1)N1CCC2(CC1)CN(c1ccccc1)C2	2%	-11%
N#CCCn1c(=O)c(-c2cc(F)cc(F)c2)nc2cnc(OCc3ccccc3)nc21	8%	22%
CCNc1ncc2nc(-c3ccc(OC)cc3)c(=O)n(CCOC)c2n1	8%	?
O=C(c1ccncc1)N1CCC2(CCN(Cc3ccccc3)CC2)CC1	0%	1%
COc1cccc(Cn2c(=O)c(C)nc3cnc(N4CCOCC4)nc32)c1	-5%	6%
COc1ccc(Oc2ncc3nc(C)c(=O)n(-c4ccc(OC)cc4)c3n2)cc1	-6%	-11%
COc1ccc(C(=O)N2CCC3(CCCN(c4cccc(-c5ccccc5)c4)C3)CC2)cc1	-14%	-9%
COCC(=O)N1CCC2(CC1)CN(c1ccc(-c3ccccc3)cc1)C2	-11%	3%
COc1cccc(Cn2c(=O)c(-c3ccc(Cl)cc3)nc3cncnc32)c1	?	-11%
O=S(=O)(c1ccccc1)N1CCC2(CCCN(c3ccccc3)C2)CC1	-19%	-1%
COCCn1c(=O)c(-c2cccc(C#N)c2)nc2cnc(OCc3ccccc3)nc21	-17%	-20%
O=C(c1cccc(F)c1)N1CCC2(CC1)CN(c1cccc(-c3ccccc3)c1)C2	-7%	?
Cc1noc(C)c1-c1nccc(NCCN2CCOCC2)n1	64%[activator]	7%
COc1ccc(C(=O)N2CCC3(CCCN(Cc4ccc(C#N)cc4)C3)CC2)cc1	-10%	-18%
CCNc1ncc2ncc(=O)n(C)c2n1	30%	-14%
O=C(c1ccncc1)N1CCC2(CC1)CN(c1ccncc1)C2	30%[activator]	?
COc1ccccc1-c1nc(NCc2ccccc2)c2ccccc2n1	?	-29%
COc1ccc(Oc2ncc3nc(-c4cn(C)c5ccccc45)c(=O)n(C4CC4)c3n2)cc1	3%	31%
O=C(c1ccncc1)N1CCC2(CC1)CCN(c1ccccc1)CC2	8%	-15%
COc1ccccc1CNc1nc(-c2ccccc2CN(C)C)nc2ccccc12	5%	?
COc1ccc(C(=O)N2CCC3(CCN(Cc4nccs4)CC3)CC2)cc1	23%	-7%
CC(=O)N1CCC2(CCN(Cc3nccs3)CC2)CC1	-12%	3%
c1ccc(CNc2ccnc(-c3ccoc3)n2)cc1	5%	5%
N#Cc1ccc(CN2CC3(CCN(C(=O)c4cc(C(F)(F)F)cc(C(F)(F)F)c4)CC3)C2)cc1	4%	-17%
c1cncc(-c2nc(NCCN3CCOCC3)c3ccccc3n2)c1	18%	-4%
COc1ccc2[nH]cc(CCNc3ncncc3-c3cccc(NS(C)(=O)=O)c3)c2c1	20%	7%
O=C(Nc1ccccc1)N1CC[C@@]2(CCCN(C(=O)c3ccncc3)C2)C1	10%	-1%
CN(C)C(=O)c1ccc(-c2nc(NCc3cccs3)c3ccccc3n2)cc1	88%[activator]	-12%
CN(C)C(=O)c1ccc(-c2nc(N(C)Cc3ccco3)c3ccccc3n2)cc1	36%[activator]	-1%
Cc1cccc(CNc2ncnc3ccc(-c4ccccc4C#N)cc23)c1	19%	-8%
COc1ccccc1CNc1nc(-c2ccccc2OC)nc2ccccc12	10%	-29%
O=C(c1cnccn1)N1CCC2(CCCN(c3ccc(-c4ccccc4)cc3)C2)CC1	13%	9%
O=C(Nc1ccccc1)N1CCC2(CC1)CCN(C(=O)c1csnn1)CC2	38%[activator]	1%
O=c1c(CCc2ccccc2)nc2cnc(N3CCOCC3)nc2n1C1CC1	119%[activator]	7%
c1ccc(CNc2ccnc(-c3cccnc3)n2)cc1	38%[activator]	-18%
Clc1ccccc1-c1nccc(-n2ccnc2)n1	45%[activator]	-12%
Cc1cnc(CNc2cc(-c3c(C)noc3C)ncn2)cn1	21%	0%
COc1cccc(-c2nc(NCCc3c[nH]c4ccc(OC)cc34)c3ccccc3n2)c1	117%[activator]	-13%
COCCn1c(=O)c(-c2cccs2)nc2cnc(OC)nc21	14%	?
COc1ncc2nc(-c3cc(F)cc(F)c3)c(=O)n(C3CC3)c2n1	?	-2%
CN1CCN(c2ncc3nc(-c4ccc(Cl)cc4)c(=O)n(-c4ccccc4)c3n2)CC1	-6%	?
Cn1c(=O)c(-c2cc(F)cc(F)c2)nc2cnc(Oc3ccccc3)nc21	50%[activator]	14%
CCNc1ncc2nc(-c3ccccc3)c(=O)n(Cc3cccs3)c2n1	-15%	?
CN(C)C(=O)c1ccc(-c2nccc(-n3ccnc3)n2)cc1	-9%	-4%
CN(C)c1ncc2nc(-c3ccc(F)cc3)c(=O)n(-c3ccccc3)c2n1	11%	0%
O=C(Oc1ccccc1)N1CCC2(CCCN(c3ccccc3)C2)CC1	-10%	0%
CS(=O)(=O)Nc1cccc(-c2nc(Nc3ccc(F)cc3)c3ccccc3n2)c1	-20%	?
COc1cccc(Cn2c(=O)c(-c3cccc(Cl)c3)nc3cncnc32)c1	-22%	-24%
COCCn1c(=O)c(-c2ccc(OC)cc2)nc2cnc(N3CCN(C)CC3)nc21	-20%	?

Arranged by formula weight (low to high): 21 of the compounds above
SMILES	SNCA expr inh	HEK293 viab
c1ccc(CNc2ccnc(-c3cccnc3)n2)cc1	38%[activator]	-18%
CN(C)C(=O)c1ccc(-c2nccc(-n3ccnc3)n2)cc1	-9%	-4%
COCCn1c(=O)c(-c2cccs2)nc2cnc(OC)nc21	14%	?
COc1ncc2nc(-c3cc(F)cc(F)c3)c(=O)n(C3CC3)c2n1	?	-2%
O=C(Oc1ccccc1)N1CCC2(CCCN(c3ccccc3)C2)CC1	-10%	0%
CN(C)c1ncc2nc(-c3ccc(F)cc3)c(=O)n(-c3ccccc3)c2n1	11%	0%
CCNc1ncc2nc(-c3ccccc3)c(=O)n(Cc3cccs3)c2n1	-15%	?
O=C(Nc1ccccc1)N1CC[C@@]2(CCCN(C(=O)c3ccncc3)C2)C1	10%	-1%
Cn1c(=O)c(-c2cc(F)cc(F)c2)nc2cnc(Oc3ccccc3)nc21	50%[activator]	14%
COc1ccccc1CNc1nc(-c2ccccc2OC)nc2ccccc12	10%	-29%
O=c1c(CCc2ccccc2)nc2cnc(N3CCOCC3)nc2n1C1CC1	119%[activator]	7%
COc1cccc(Cn2c(=O)c(-c3cccc(Cl)c3)nc3cncnc32)c1	-22%	-24%
O=C(Nc1ccccc1)N1CCC2(CC1)CCN(C(=O)c1csnn1)CC2	38%[activator]	1%
CN(C)C(=O)c1ccc(-c2nc(N(C)Cc3ccco3)c3ccccc3n2)cc1	36%[activator]	-1%
CN(C)C(=O)c1ccc(-c2nc(NCc3cccs3)c3ccccc3n2)cc1	88%[activator]	-12%
CS(=O)(=O)Nc1cccc(-c2nc(Nc3ccc(F)cc3)c3ccccc3n2)c1	-20%	?
COCCn1c(=O)c(-c2ccc(OC)cc2)nc2cnc(N3CCN(C)CC3)nc21	-20%	?
O=C(c1cnccn1)N1CCC2(CCCN(c3ccc(-c4ccccc4)cc3)C2)CC1	13%	9%
COc1cccc(-c2nc(NCCc3c[nH]c4ccc(OC)cc34)c3ccccc3n2)c1	117%[activator]	-13%
CN1CCN(c2ncc3nc(-c4ccc(Cl)cc4)c(=O)n(-c4ccccc4)c3n2)CC1	-6%	?
COc1ccc2[nH]cc(CCNc3ncncc3-c3cccc(NS(C)(=O)=O)c3)c2c1	20%	7%

Compound activity deposited in PubChem BioAssay by National Center for Advancing Translational Sciences (NCATS).
